PGC1a acetyl inh – PGC1a acetylation modulation, inhibitor mode; inhibition, % at 15.6 µM; 350,000 compounds, 0.17% hits; U2OS PGC1a acetylation, AlphaScreen anti-acetyl-lysine; with virally co-expressed GCN5 acetyltransferase;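 active means every replicate shows inhibition of at least 40%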;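 further: 0% = neutral control wells and 100% = positive control wells; some results beyond the cut were filed as inactive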
GSIS activator – primary screen for activators of insulin secretion dependent on glucose, INS-1E cells, GLuc reporter luminescence; 370,000 compounds, 0.61% hits; INS-1E GLuc reporter insulin secretion, 2-3 h; activation, % at 16.6 µM;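 active means lowest replicate activation of at least 40%, so every replicate reaches that level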;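 further: 0% = median of neutral control wells and 100% = median of IBMX positive control wells; some compounds called inactive have numbers as strong as hits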
Cneo AK release – Cryptococcus neoformans lysis via adenylate kinase release; 360,000 compounds, 0.2% hits; lysis activity, % at 15 µM; C. neoformans lysis, adenylate kinase release luminescence, 4 h; normalised: neutral wells 0, clomiphene wells 100;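 active means mean lysis activity across replicates of at least 80%, whatever share of replicates individually reach that level; inactive means mean lysis activity below 80%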
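Material: C. neoformans cells; Schedule: 4 h static compound exposure, 37 °C, read 1 h post-reagent; Measured by: adenylate kinase release luminescence; Read-out: signal increase indicating cell lysis; Controls: Clomiphene as positive lysis control.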
LGR2 inh – Drosophila LGR2 receptor signaling inhibition | HEK293 LGR2, CRE-luciferase, bursicon-stimulated, 4 h | inhibition, % at 9.99 µM | 380,000 compounds, 0.35% hits | AID 720647;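 active means drop in luminescence signal, shown as inhibition above about 50% in the replicate tests, limit read from the data, passing the limit was not always enough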;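 further: agonist challenge used bursicon conditioned medium at about half maximal strength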
C2C12 statin – suppressors of simvastatin-induced myotoxicity in C2C12 myotubes; ATP luminescence, 48 h; scaled: DMSO 0, geranylgeraniol control 100; rescue of ATP level, % at 7.49 µM; 330,000 compounds, 0.78% hits;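 active means mean ATP rescue above about 67%, or every replicate alone reaching that limit, limit read from the data, passing the limit was not always enough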;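 further: myotubes were challenged with 10 µM simvastatin during compound exposure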
PglD inh – blocks C. jejuni PglD acetyltransferase activity. purified PglD enzyme, DTNB colorimetric CoA detection. inhibition, % at 12.5 µM. 360,000 compounds, 0.098% hits; in the data active means inhibition above about 16%, passing the limit was not always enough; further: strong numbers were not always called active
PAX8 inh HTS – inhibitors of PAX8 transcriptional activity in RMG-I cells; inhibition, % at 12.6 µM; 360,000 compounds, 1.2% hits; RMG-I TPO-luciferase reporter, SteadyGlo, 24 h;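 active means mean replicate inhibition at least 60% with every replicate also reaching 60%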;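 further: luciferase light reporting Pax8 driven TPO promoter activity; plate controls were median of neutral control wells for no effect and mitoxantrone controls for full effect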
ARNT TACC3 PPI – disruptors of human ARNT/TACC3 interaction. 390,000 compounds, 0.66% hits. AlphaScreen His-ARNT PAS-B/GST-TACC3 binding, luminescence; TACC3 fragment carries E629A point mutation. inhibition, % at 9.99 µM. AID 623870. Q9Y6A5;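 active means mean inhibition of replicates at least 50% and at least half of replicates each reaching 50%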;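 further: 0% = complete ARNT plus TACC3 wells and 100% = ARNT alone without TACC3; many hits fall short of the cut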
An asterisk follows results filed as active; & = joins results of further samples; ! = repeats disagree.

`Cc1ccc(Cl)cc1NC(=S)N(C)N` gave PGC1a acetyl inh 5, GSIS activator -9, Cneo AK release 3, LGR2 inh 0, C2C12 statin -1, PglD inh -5, PAX8 inh HTS 5 and ARNT TACC3 PPI -1.
Screening CCN(c1ccc(OC)cc1)S(=O)(=O)c1csc(C(=O)N2CCCC2)c1 returned GSIS activator 17, Cneo AK release 0, LGR2 inh -6, C2C12 statin 7, PglD inh -2, PAX8 inh HTS 8 and ARNT TACC3 PPI 2.
For c1cnc2c(c1)ccc1cccnc12 the results were PGC1a acetyl inh -34, GSIS activator -9, Cneo AK release -1, LGR2 inh 2&19, C2C12 statin -47, PglD inh 1, PAX8 inh HTS 77*! and ARNT TACC3 PPI 65*.
CNC(=O)COc1coc(CN2CCN(c3ccccc3OC)CC2)cc1=O was read as PGC1a acetyl inh -4, GSIS activator 14, Cneo AK release -1, LGR2 inh -4, C2C12 statin -6, PglD inh -3, PAX8 inh HTS 7 and ARNT TACC3 PPI -7.
For COc1ccc(C2=CC(=O)CC(c3ccc(F)cc3)C2)cn1 (stereo not given) the results were PGC1a acetyl inh 9, GSIS activator -3, Cneo AK release -3, LGR2 inh -11, C2C12 statin 3, PglD inh -2, PAX8 inh HTS -1 and ARNT TACC3 PPI -6.
`COCC(=O)N(Cc1nc2sc(C)c(C)c2c(=O)[nH]1)C1CCCCC1` gave PGC1a acetyl inh 3, GSIS activator 4, Cneo AK release 1, LGR2 inh -16, PglD inh -1, PAX8 inh HTS -13 and ARNT TACC3 PPI -2.
Screening CC(C)c1nc(SCC(=O)N2CCN(c3ccccc3)CC2)c2c(=O)n(C)c(=O)n(C)c2n1 returned PGC1a acetyl inh -5, GSIS activator -1, Cneo AK release 0, LGR2 inh 1, C2C12 statin -16, PglD inh 1, PAX8 inh HTS 20 and ARNT TACC3 PPI -1.
Screening CC(C)NC(=O)Nc1cccc2c1O[C@H](CN(C)C(=O)Nc1cccc3ccccc13)[C@@H](C)CN([C@H](C)CO)C2=O returned PGC1a acetyl inh -3, GSIS activator 14, Cneo AK release 3, LGR2 inh 11, C2C12 statin 7, PglD inh 4, PAX8 inh HTS 21 and ARNT TACC3 PPI 2.
COc1ccc(CN2[C@@H](CO)[C@@H]3c4ccccc4N(C(=O)NC(C)C)C[C@@H]32)cc1 was read as PGC1a acetyl inh 0, GSIS activator 6, Cneo AK release -4, LGR2 inh -1, C2C12 statin 2, PglD inh 2, PAX8 inh HTS -13 and ARNT TACC3 PPI -13.
Screening Cc1ccc(NC2OC(CO)C(O)C(O)C2O)cc1 (stereo not given) returned PGC1a acetyl inh 16, Cneo AK release -2, C2C12 statin 5, PglD inh -4 and ARNT TACC3 PPI -8.
Screening COc1ccc(C(CNC(=O)c2ccc(OCc3csc(C)n3)cc2)N2CCCC2)cc1 (stereo not given) returned PGC1a acetyl inh 13, Cneo AK release 2, LGR2 inh -4, C2C12 statin -4, PglD inh -3 and PAX8 inh HTS 8.
Cc1ccc(Cl)cc1NS(=O)(=O)c1cc2[nH]c(=O)c(=O)[nH]c2cc1C was read as PGC1a acetyl inh -5, GSIS activator -3, Cneo AK release 1, LGR2 inh -2, C2C12 statin 5, PglD inh -1, PAX8 inh HTS 1 and ARNT TACC3 PPI -8.
Screening COCCNC(=O)/C(C#N)=C\c1ccc(CNS(=O)(=O)c2ccc(C)cc2)o1 returned GSIS activator -5, LGR2 inh 12, PAX8 inh HTS -7 and ARNT TACC3 PPI -12.
For C[C@H](CO)N1C[C@H](C)[C@H](CN(C)CC2CC2)Oc2ccc(NS(=O)(=O)c3cccs3)cc2C1=O the results were PGC1a acetyl inh 5, GSIS activator -3, Cneo AK release 5, LGR2 inh -24, C2C12 statin -19, PglD inh 24, PAX8 inh HTS 1 and ARNT TACC3 PPI 0.
`CCCNC(=O)N1CC2(C1)CN(C(=O)CN1CCOCC1)[C@@H](CO)c1[nH]c3cc(OC)ccc3c12` gave PGC1a acetyl inh -13, GSIS activator 2, LGR2 inh -15 and PAX8 inh HTS 8.
C[C@@H]1CCCCO[C@@H](CN(C)S(=O)(=O)c2cn(C)cn2)[C@@H](C)CN([C@@H](C)CO)C(=O)c2cc(NC(=O)Nc3ccc4c(c3)OCO4)ccc2O1 was read as PGC1a acetyl inh 3, GSIS activator -4, Cneo AK release 3, LGR2 inh -9, PglD inh 2 and ARNT TACC3 PPI 9.
COCC#Cc1ccc2c(c1)O[C@H](CN(C)Cc1cccnc1)[C@@H](C)CN([C@@H](C)CO)S2(=O)=O was read as PGC1a acetyl inh 2, GSIS activator 9, Cneo AK release -2, LGR2 inh -9, C2C12 statin -9, PglD inh 4, PAX8 inh HTS -12 and ARNT TACC3 PPI -1.
Cc1ccc(O)c(N=Nc2ccc(S(=O)(=O)N3CCOCC3)cc2)c1 was read as PGC1a acetyl inh -6, GSIS activator -11, Cneo AK release 4, LGR2 inh -72, C2C12 statin 4, PAX8 inh HTS -1 and ARNT TACC3 PPI 8.
CCOC(=O)COn1c(=O)c(-c2ccc(Cl)cc2)[n+]([O-])c2ccccc21 was read as PGC1a acetyl inh 1, GSIS activator 6, Cneo AK release 2, LGR2 inh 6, C2C12 statin -3, PglD inh 1, PAX8 inh HTS 2 and ARNT TACC3 PPI -1.
CC(=O)c1cccc(N(C(=O)c2ccco2)C(C(=O)NC2CCCCC2)c2ccc(C)o2)c1 (stereo not given) was read as PGC1a acetyl inh -4, GSIS activator -15, Cneo AK release 0, LGR2 inh -2, C2C12 statin 1, PglD inh 2 and PAX8 inh HTS 25.

Gathered by group, those above with a thiophene ring, fused or not.
Screening CCN(c1ccc(OC)cc1)S(=O)(=O)c1csc(C(=O)N2CCCC2)c1 returned GSIS activator 17, Cneo AK release 0, LGR2 inh -6, C2C12 statin 7, PglD inh -2, PAX8 inh HTS 8 and ARNT TACC3 PPI 2.
`COCC(=O)N(Cc1nc2sc(C)c(C)c2c(=O)[nH]1)C1CCCCC1` gave PGC1a acetyl inh 3, GSIS activator 4, Cneo AK release 1, LGR2 inh -16, PglD inh -1, PAX8 inh HTS -13 and ARNT TACC3 PPI -2.
For C[C@H](CO)N1C[C@H](C)[C@H](CN(C)CC2CC2)Oc2ccc(NS(=O)(=O)c3cccs3)cc2C1=O the results were PGC1a acetyl inh 5, GSIS activator -3, Cneo AK release 5, LGR2 inh -24, C2C12 statin -19, PglD inh 24, PAX8 inh HTS 1 and ARNT TACC3 PPI 0.

Later entries
For CC1(C)CC(=O)C=C(NC2CCCCCC2)C1 the results were PGC1a acetyl inh -14, GSIS activator -42, Cneo AK release 0, LGR2 inh 4, C2C12 statin -15, PglD inh 2 and ARNT TACC3 PPI -6.
COCCNC(=O)C1(C)CCN(C(=O)c2ccc3c(c2)C(C)(C)CCC3(C)C)C1 (stereo not given) was read as PGC1a acetyl inh 0, GSIS activator -2, Cneo AK release -1, LGR2 inh -14, C2C12 statin -8, PglD inh 6 and PAX8 inh HTS 15.
`O=C(NCCN1CCCC1)c1ccc(Cn2c(=S)[nH]c3ccc(Br)cc3c2=O)cc1` gave PGC1a acetyl inh 1, GSIS activator -4, Cneo AK release 0, C2C12 statin -10, PglD inh 2, PAX8 inh HTS -19 and ARNT TACC3 PPI 6.
Screening CCCNC(=O)C[C@@H]1CC[C@H]2[C@@H](COC[C@H](O)CN2C(=O)c2cccnc2)O1 returned PGC1a acetyl inh 4, GSIS activator 3, Cneo AK release 0, LGR2 inh -6, C2C12 statin -14, PglD inh 2, PAX8 inh HTS -3 and ARNT TACC3 PPI -2.
Screening c1ccc2c(c1)OC(CCCN1CCCCC1)c1ccccc1S2 (stereo not given) returned PGC1a acetyl inh -10, Cneo AK release 4, C2C12 statin -6, PglD inh -9 and PAX8 inh HTS 17.
`Cc1ccc(CN2CCC[C@]3(N[C@H](c4ccc(C(F)(F)F)cc4)[C@@H]4C(=O)N(Cc5ccccc5)C(=O)[C@@H]43)C2=O)cc1` gave PGC1a acetyl inh -4, GSIS activator -13, Cneo AK release -1, LGR2 inh -16, C2C12 statin 7, PglD inh 2 and PAX8 inh HTS 20.
COc1cccc(C(=O)Nc2c3c(nn2-c2cccc(C)c2C)CS(=O)C3)c1OC (stereo not given) was read as PGC1a acetyl inh -27, GSIS activator 3, Cneo AK release 0, LGR2 inh -8, C2C12 statin 11, PglD inh 5 and ARNT TACC3 PPI -5.
For O=C(Nc1cccc([N+](=O)[O-])c1)C1C2/C=C\CCCCC21 (stereo not given) the results were PGC1a acetyl inh 4, GSIS activator 29, LGR2 inh 44, PAX8 inh HTS -5 and ARNT TACC3 PPI 17.
O=C(Nc1ccccc1C(=O)N1CCCC1)c1ccc(Cl)cc1Cl was read as PGC1a acetyl inh -8, GSIS activator -11, Cneo AK release -1, LGR2 inh -1, C2C12 statin -17, PglD inh -3, PAX8 inh HTS 11 and ARNT TACC3 PPI 28.
Screening CC(C)CC(=O)NC(=S)Nc1cc(C(F)(F)F)ccc1N1CCOCC1 returned PGC1a acetyl inh 2, GSIS activator -12, Cneo AK release 6, LGR2 inh -2, C2C12 statin -26, PglD inh 3, PAX8 inh HTS 15 and ARNT TACC3 PPI -1.
`C[C@@H]1CCCCO[C@@H](CN(C)Cc2ccncc2)[C@@H](C)CN([C@H](C)CO)C(=O)c2cc(NC(=O)Nc3cccc4ccccc34)ccc2O1` gave PGC1a acetyl inh 2, GSIS activator 0, Cneo AK release -1, LGR2 inh 11, PglD inh 1 and ARNT TACC3 PPI 1.
Cn1c(=O)n(C)c2cc(/C=N/NC(=S)NCc3ccccc3)ccc21 was read as GSIS activator 38, LGR2 inh -1, PAX8 inh HTS -3 and ARNT TACC3 PPI 6.
For C=CCNC(=O)c1ccccc1NS(=O)(=O)c1ccccc1 the results were PGC1a acetyl inh 0, GSIS activator -2, Cneo AK release -3, LGR2 inh 1, PglD inh -1 and ARNT TACC3 PPI -2.
COc1ccccc1N1CCN(Cc2nnnn2CCc2ccccc2)CC1 was read as PGC1a acetyl inh -7, Cneo AK release -1, C2C12 statin 3, PglD inh -4 and ARNT TACC3 PPI -2.
COc1ccccc1C(=O)NCC(c1ccco1)N1CCc2ccccc21 (stereo not given) was read as GSIS activator 1, Cneo AK release -4, LGR2 inh 5, PglD inh -3, PAX8 inh HTS 27 and ARNT TACC3 PPI 3.
Screening COc1ccc(CCC(=O)Nc2ccc3c(c2)OCO3)cc1OC returned GSIS activator 8, Cneo AK release -1, LGR2 inh -3, C2C12 statin -10, PglD inh 2, PAX8 inh HTS -16 and ARNT TACC3 PPI 0.
For CC1(C)C(c2cccs2)=[N+]([O-])C2(CCCCC/C2=N\O)N1O (stereo not given) the results were PGC1a acetyl inh -1, Cneo AK release 0, C2C12 statin -12, PglD inh -3, PAX8 inh HTS -16 and ARNT TACC3 PPI -6.
For C[C@H](CO)N1C[C@H](C)[C@H](CN(C)C(=O)Nc2ccc3c(c2)OCCO3)OCc2cnnn2CCCC1=O the results were PGC1a acetyl inh 15&1, GSIS activator 5&-8, Cneo AK release -4&-4, LGR2 inh -27, C2C12 statin 2&0, PglD inh -2&0, PAX8 inh HTS 1&-43 and ARNT TACC3 PPI -5.
Cc1ccc2c(c1)NC(=O)C(CC(=O)NCc1cccnc1)O2 (stereo not given) was read as GSIS activator -9, Cneo AK release -2, LGR2 inh 24, C2C12 statin 1, PglD inh 3, PAX8 inh HTS 11 and ARNT TACC3 PPI -3.
`Cc1ccccc1OCc1nnc2c3cnn(C)c3ncn12` gave PGC1a acetyl inh -8, GSIS activator 0, Cneo AK release 0, LGR2 inh -8, C2C12 statin -4 and PglD inh -4.
Cn1c(N)c(C(=O)c2cc(-c3ccncc3)nc3ccccc23)c(=O)n(C)c1=O was read as GSIS activator 7, Cneo AK release 0, LGR2 inh 3, C2C12 statin 11, PglD inh 1, PAX8 inh HTS -20 and ARNT TACC3 PPI 2.

High-throughput results deposited in PubChem by Broad Institute.
